Screening results from PubChem.
ATG4B inhibitor – ATG4B (human) cysteine protease inhibition. Q9Y4P1. ATG4B cleavage of LC3-PLA2, NBD-HPC fluorescence, 1 h. inhibition, % at 8.33 µM. 340,000 compounds, 0.51% hits. AID 504462; in the data active = inhibition above about 40%
mIAP act – mouse IAP activation. AID 2805. muIAP, CDP-Star luminescence, 30 min; stronger effect = higher value; 1 = vehicle-only enzyme signal, 0 = enzyme-free wells. 330,000 compounds, 0.24% hits. activation factor at 10 µM;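 active = activation factor of at least 2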; note: the source names both 10 and 20 µM as test concentration; values of inactives mirror those of a sister screen read the other way
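Assay system: mouse IAP enzyme / Compound: DMSO-dissolved test compounds / Timing: 30 min, room temperature / Measured by: luminescence from enzymatic CDP-Star hydrolysis / Control set: DMSO-only wells, enzyme-free buffer wells as negative control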
hIAP act – human IAP activation | activation factor at 10 µM | 330,000 compounds, 0.16% hits | AID 2524 | P09923 | purified human IAP, CDP-Star luminescence, 30 min; stronger effect = higher value; 1 = vehicle-only enzyme, 0 = enzyme-free background;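 active = activation factor of the enzyme at least 2-fold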; note: the source names both 10 and 20 µM as test concentration; values of inactives mirror those of a sister screen read the other way
PfG6PD inh – PfG6PD (Plasmodium falciparum) enzyme inhibition. PfGluPho enzyme, NADPH resazurin-diaphorase fluorescence. inhibition, % at 20 µM. 350,000 compounds, 0.78% hits;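 active = inhibition reaching at least a set limit at 20 µM in the primary screen, cut at about 59% in these data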;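 note: 0% = DMSO wells with substrate and 100% = DMSO wells lacking glucose-6-phosphate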
A3A deaminase – blocks human APOBEC3A ssDNA deamination | inhibition, % at 20 µM | P31941 | recombinant A3A, FAM/TAMRA ssDNA deamination fluorescence | 330,000 compounds, 0.41% hits;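 active = at least 40% inhibition at 20 µM here, with at most 30% in a related deaminase screen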;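 note: plate controls were A3A with DMSO for no effect and wells lacking A3A enzyme for full effect; some results filed as inactive read as strong as hits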
Target sequence (P31941 whole entry, looked up): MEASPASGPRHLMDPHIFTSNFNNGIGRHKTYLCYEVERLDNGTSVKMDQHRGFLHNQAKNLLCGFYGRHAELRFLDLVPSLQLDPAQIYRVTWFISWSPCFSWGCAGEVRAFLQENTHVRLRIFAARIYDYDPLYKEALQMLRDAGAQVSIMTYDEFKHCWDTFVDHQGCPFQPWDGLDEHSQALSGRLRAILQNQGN
HKDC1 inhibitor – blocks human hexokinase HKDC1 activity. recombinant HKDC1, G6PDH/diaphorase resazurin coupled fluorescence. 340,000 compounds, 0.16% hits. Q2TB90. inhibition, % at 20 µM. AID 493160;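 active = inhibition above about 35% when tested at 20 µM, limit read from the data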;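 note: plate controls were DMSO wells with enzyme for no effect and DMSO wells lacking enzyme for full effect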
Target sequence (Q2TB90 whole entry, looked up): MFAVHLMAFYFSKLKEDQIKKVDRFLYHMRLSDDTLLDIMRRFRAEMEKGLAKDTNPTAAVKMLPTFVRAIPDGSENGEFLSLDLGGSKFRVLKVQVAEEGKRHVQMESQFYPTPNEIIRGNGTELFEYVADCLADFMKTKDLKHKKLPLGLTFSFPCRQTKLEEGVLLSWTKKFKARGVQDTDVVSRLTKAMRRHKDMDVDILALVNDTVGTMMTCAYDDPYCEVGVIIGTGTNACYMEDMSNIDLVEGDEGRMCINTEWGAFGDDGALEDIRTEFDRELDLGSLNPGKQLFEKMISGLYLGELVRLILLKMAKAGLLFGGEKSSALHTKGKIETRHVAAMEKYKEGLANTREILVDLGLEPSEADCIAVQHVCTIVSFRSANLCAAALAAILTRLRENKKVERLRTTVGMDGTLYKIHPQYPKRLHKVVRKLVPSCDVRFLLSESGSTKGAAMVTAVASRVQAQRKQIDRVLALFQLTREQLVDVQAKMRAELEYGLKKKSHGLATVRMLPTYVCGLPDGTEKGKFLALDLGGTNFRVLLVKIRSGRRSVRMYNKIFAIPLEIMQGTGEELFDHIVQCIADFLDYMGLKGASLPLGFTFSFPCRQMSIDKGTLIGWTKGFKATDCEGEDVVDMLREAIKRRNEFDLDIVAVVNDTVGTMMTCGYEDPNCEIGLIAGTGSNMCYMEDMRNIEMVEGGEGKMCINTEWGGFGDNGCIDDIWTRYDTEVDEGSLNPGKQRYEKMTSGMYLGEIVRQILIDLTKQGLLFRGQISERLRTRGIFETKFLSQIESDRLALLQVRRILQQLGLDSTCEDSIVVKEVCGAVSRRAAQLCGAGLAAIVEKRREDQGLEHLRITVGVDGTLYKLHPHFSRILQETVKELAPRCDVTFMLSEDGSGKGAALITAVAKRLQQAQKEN
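Assay system – recombinant HKDC1 (HK5) hexokinase enzyme, produced in-house · Input – HKDC1 at 5 µg/mL · Reagent – glucose plus 1 mM ATP as hexokinase substrates · Timing – 90 min reaction incubation at room temperature, dark · Measured by – G6PDH/diaphorase-coupled fluorescence, 1 mM NADP, 100 µM resazurin, 525/613 nm · Benchmarks – DMSO-enzyme wells negative, buffer-substituted wells positive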
hIAP block – human IAP inhibition; P09923; purified IAP, CDP-Star luminescence, 30 min; inhibition, % at 10 µM; 330,000 compounds, 0.12% hits;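 active = inhibition reaching a set limit with compound at 10 µM in the primary screen, cut at about 35% in these data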;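 note: plate controls were DMSO wells with enzyme for no effect and no-enzyme buffer wells for full effect; values of inactives mirror those of a sister screen read the other way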
mIAP inh – mouse IAP inhibition. purified mouse IAP, CDP-Star luminescence, 30 min. inhibition, % at 10 µM. 330,000 compounds, 0.2% hits. AID 2806;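 active = inhibition of at least 40% at 10 µM in the primary screen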;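 note: plate controls were DMSO with enzyme for no effect and no enzyme wells for full effect; values of inactives mirror those of a sister screen read the other way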
* = called active by the depositor; & = joins results of further samples.

COC(=O)C1CN(S(=O)(=O)c2ccc(NC(C)=O)cc2)CCS1 (stereo not given) was read as ATG4B inhibitor -2, mIAP act 0.87, hIAP act 0.93, PfG6PD inh -20, A3A deaminase -1, HKDC1 inhibitor 1, hIAP block 8 and mIAP inh 13.
Screening O=C(COC(=O)C1=COCCO1)Nc1ccccc1 returned ATG4B inhibitor 5, mIAP act 1, hIAP act 1, PfG6PD inh -10, A3A deaminase -2, HKDC1 inhibitor -4, hIAP block -4 and mIAP inh -3.
For COC(=O)COc1cccc(NC(=O)C(c2ccccc2)c2ccccc2)c1 the results were ATG4B inhibitor -4, mIAP act 1.2, hIAP act 1.1, PfG6PD inh -1, A3A deaminase -3, HKDC1 inhibitor -1, hIAP block -11 and mIAP inh -20.
Cc1nc2nc(SCC(=O)NCc3ccco3)nn2c(C)c1Cc1c(F)cccc1Cl was read as ATG4B inhibitor -5, mIAP act 0.93, hIAP act 0.98, PfG6PD inh 10, A3A deaminase -2, HKDC1 inhibitor 12, hIAP block 2 and mIAP inh 7.
`C/C(N)=C(/C#N)C(=O)COC(=O)c1cc(C)n(-c2ccc(F)cc2)c1C` gave ATG4B inhibitor -11&7, mIAP act 1, hIAP act 0.99, PfG6PD inh -7&-10, A3A deaminase 6, HKDC1 inhibitor 0&4, hIAP block 1 and mIAP inh -3.
Screening O=C(Nn1cnnc1)C1Cc2ccccc2CN1S(=O)(=O)c1ccc(F)cc1 (stereo not given) returned ATG4B inhibitor -4, mIAP act 0.93, hIAP act 1.1, PfG6PD inh -2, A3A deaminase 2, HKDC1 inhibitor 0, hIAP block -6 and mIAP inh 7.
Cc1cc(Nc2ccccc2)nc(-c2ccccc2O)n1 was read as ATG4B inhibitor 0, mIAP act 1, hIAP act 0.95, PfG6PD inh 21, A3A deaminase 1, HKDC1 inhibitor 1, hIAP block 5 and mIAP inh -3.
Cc1ccc(C2c3sc(=O)[nH]c3SC3C4CC(C5C(=O)N(C(C)C(=O)O)C(=O)C45)C23)cc1 (stereo not given) was read as ATG4B inhibitor 4, mIAP act 0.77, hIAP act 1.2, PfG6PD inh -12, A3A deaminase -2, HKDC1 inhibitor 3, hIAP block -24 and mIAP inh 23.
CCOC(=O)N1CCN(c2nc(-c3ccco3)cc(C(F)(F)F)n2)CC1 was read as ATG4B inhibitor -4, mIAP act 0.97, hIAP act 0.89, PfG6PD inh 8, A3A deaminase 2, HKDC1 inhibitor 4, hIAP block 11 and mIAP inh 3.
Screening Cc1ccc(S(=O)(=O)CC(=O)Nc2nc3ccccc3s2)cc1 returned ATG4B inhibitor -1, mIAP act 1.1, hIAP act 0.97, PfG6PD inh -69, A3A deaminase -4, HKDC1 inhibitor 0, hIAP block 3 and mIAP inh -6.
CN(C)C(=O)CSc1cnc2ccccc2n1 was read as ATG4B inhibitor -2, mIAP act 1, hIAP act 1.1, PfG6PD inh -7, A3A deaminase 0, HKDC1 inhibitor -8, hIAP block -13 and mIAP inh -1.
`Cc1cc(S(=O)(=O)N2CCOCC2)ccc1OCC(=O)Nc1ccccc1C(F)(F)F` gave ATG4B inhibitor 0, mIAP act 0.98, hIAP act 0.85, PfG6PD inh -3, A3A deaminase -2, HKDC1 inhibitor -3, hIAP block 15 and mIAP inh 2.
For O=C(NCCc1ccccc1)C1CCCN(S(=O)(=O)c2cccc3nsnc23)C1 (stereo not given) the results were ATG4B inhibitor -1, mIAP act 0.93, hIAP act 1, PfG6PD inh -6, A3A deaminase -2, HKDC1 inhibitor 6, hIAP block -1 and mIAP inh 7.
`C=CCNC(=O)C(=O)Nc1cc2c3c(c1)CCC(=O)N3CCC2` gave ATG4B inhibitor -7, mIAP act 1, hIAP act 1.2, PfG6PD inh 3, A3A deaminase 0, HKDC1 inhibitor -3, hIAP block -19 and mIAP inh -4.
Screening Cc1ncc(N=Nc2ccccc2Cl)c(-c2ccccc2)n1 returned ATG4B inhibitor 1, mIAP act 0.88, hIAP act 0.97, PfG6PD inh 0, A3A deaminase -4, HKDC1 inhibitor 4, hIAP block 3 and mIAP inh 12.
Screening O=C(COc1ccc(F)cc1)NCCN1CCCC1 returned ATG4B inhibitor 2, mIAP act 0.93, hIAP act 1.1, PfG6PD inh 13, A3A deaminase 1, HKDC1 inhibitor -7, hIAP block -8 and mIAP inh 7.
Screening CCc1cccc(C)c1NC(=O)C1C2CCC(O2)C1C(=O)O (stereo not given) returned ATG4B inhibitor -6, mIAP act 1.1, hIAP act 1.1, PfG6PD inh 9, A3A deaminase -4, HKDC1 inhibitor 5, hIAP block -12 and mIAP inh -8.
Screening Cc1cccn2c(=O)c(C(=O)NC3CCCCC3C)c(O)nc12 (stereo not given) returned ATG4B inhibitor -4, mIAP act 0.91, hIAP act 1.1, PfG6PD inh -13, A3A deaminase 0, HKDC1 inhibitor -6, hIAP block -8 and mIAP inh 9.
For O=C(NCC(c1ccco1)N1CCc2ccccc21)c1ccccc1 (stereo not given) the results were ATG4B inhibitor 12, mIAP act 0.95, hIAP act 1.1, PfG6PD inh 18, A3A deaminase -2, HKDC1 inhibitor 2, hIAP block -15 and mIAP inh 5.
O=C(NCC(c1ccco1)N1CCCC1)c1ccccc1Sc1ccc(C(F)(F)F)cc1[N+](=O)[O-] (stereo not given) was read as ATG4B inhibitor 1, mIAP act 0.93, hIAP act 0.89, PfG6PD inh 13, A3A deaminase -2, HKDC1 inhibitor 2, hIAP block 11 and mIAP inh 7.
Screening CCCCOc1ccc(NC(=O)C(=O)NCCC2=CCCCC2)cc1 returned ATG4B inhibitor 4, mIAP act 0.82, hIAP act 1.1, PfG6PD inh -13, A3A deaminase 0, HKDC1 inhibitor -3, hIAP block -11 and mIAP inh 18.
c1ccc(C[C@H]2CNCCN2CC2(c3ccccc3)CC2)cc1 was read as ATG4B inhibitor 2, mIAP act 1, hIAP act 0.91, PfG6PD inh -9, A3A deaminase 1, HKDC1 inhibitor 2, hIAP block 9 and mIAP inh -4.
Screening CCOc1ccc(-c2ccc(SCc3ccccn3)nn2)cc1 returned ATG4B inhibitor 1, mIAP act 1.1, hIAP act 1, PfG6PD inh -9, A3A deaminase -2, HKDC1 inhibitor 3, hIAP block -5 and mIAP inh -9.
Screening Cn1nc(CC(=O)Nc2cccnc2N2CCOCC2)c2ccccc2c1=O returned mIAP act 0.96, hIAP act 0.88, A3A deaminase 0, hIAP block 12 and mIAP inh 4.
For CC(C)(C)OC(=O)[C@H]1[C@H](c2ccc([N+](=O)[O-])cc2)C2(C(=O)c3ccccc3C2=O)C2c3ccccc3C=NN21 (stereo not given in full) the results were ATG4B inhibitor 8, mIAP act 0.88, hIAP act 0.84, PfG6PD inh 14, A3A deaminase 0, HKDC1 inhibitor 3, hIAP block 16 and mIAP inh 12.
Screening CC(C)Cn1c(-c2cc(Br)ccc2F)nc2c1c(=O)[nH]c(=O)n2CC(C)C returned ATG4B inhibitor 1, mIAP act 1, hIAP act 0.98, PfG6PD inh 10, A3A deaminase -3, HKDC1 inhibitor -2, hIAP block 2 and mIAP inh -4.
For O=c1[nH][nH]c(C(F)(F)F)c1C=Nc1ccccc1 the results were ATG4B inhibitor -13, mIAP act 0.93, hIAP act 1, PfG6PD inh -4, A3A deaminase -1, HKDC1 inhibitor 1, hIAP block -1 and mIAP inh 7.
`COc1ccccc1NCCC(=O)OCC(=O)NC1CCCC(C)C1C` (stereo not given) gave ATG4B inhibitor -1, mIAP act 1.1, hIAP act 1, PfG6PD inh 21, A3A deaminase 0, HKDC1 inhibitor 0, hIAP block -4 and mIAP inh -11.
For O=C(CNS(=O)(=O)c1ccccc1)N1CCc2ccccc2C1 the results were ATG4B inhibitor 7, mIAP act 1.1, hIAP act 1.2, PfG6PD inh -7, A3A deaminase -1, HKDC1 inhibitor -1, hIAP block -18 and mIAP inh -7.
`O=C1c2ccc3c4c(ccc(c24)C(=O)N1c1ccc(O)cc1)C(=O)N(c1ccc(O)cc1)C3=O` gave ATG4B inhibitor -6, mIAP act 0.91, hIAP act 1.1, PfG6PD inh 29, A3A deaminase 2, HKDC1 inhibitor 56*, hIAP block -14 and mIAP inh 9.
CCOC(=O)c1[nH]nc(N)c1NC(=O)c1ccc(Cl)cc1Cl was read as ATG4B inhibitor -14, mIAP act 1.1, hIAP act 0.88, PfG6PD inh 11, A3A deaminase -1, HKDC1 inhibitor -3, hIAP block 12 and mIAP inh -10.
Screening COc1cccc(/C(O)=C2\C(=O)C(=O)N(c3ccccn3)C2c2cccc(OC)c2OC)c1 (stereo not given) returned ATG4B inhibitor -9, mIAP act 0.94, hIAP act 1.1, PfG6PD inh -9, A3A deaminase -2, HKDC1 inhibitor -10, hIAP block -9 and mIAP inh 6.
`O=C(NN=C1CCCC1)c1sc2ccccc2c1Cl` gave ATG4B inhibitor 0, mIAP act 1, hIAP act 1.2, PfG6PD inh -11, A3A deaminase 3, HKDC1 inhibitor -10, hIAP block -18 and mIAP inh -2.
Screening COc1ccc(CN(CC(=O)NCCC(C)C)C(=O)CCC(=O)Nc2nccs2)cc1 returned ATG4B inhibitor -6, mIAP act 0.97, hIAP act 1.3, PfG6PD inh 4, A3A deaminase -3, HKDC1 inhibitor -7, hIAP block -27 and mIAP inh 3.
For Oc1ccc(-c2csc(Nc3cccc4ccccc34)n2)cc1O the results were ATG4B inhibitor 0, mIAP act 0.37, hIAP act 0.68, PfG6PD inh 10, A3A deaminase -2, HKDC1 inhibitor 13, hIAP block 32 and mIAP inh 63*.
For COc1ccc(-c2nn3c(-c4ccco4)nnc3s2)cc1OC the results were ATG4B inhibitor -24, mIAP act 0.89, hIAP act 1.3, PfG6PD inh -10, A3A deaminase 2, HKDC1 inhibitor 8, hIAP block -32 and mIAP inh 11.
For Cc1ccc(NC(=S)N2CCCC2)cc1Cl the results were ATG4B inhibitor -10, mIAP act 0.96, hIAP act 0.86, PfG6PD inh 11, A3A deaminase -1, HKDC1 inhibitor -2, hIAP block 14 and mIAP inh 4.
For Cc1onc(-c2c(Cl)cccc2Cl)c1C(=O)n1nnc2ccccc21 the results were mIAP act 0.96, hIAP act 0.99, A3A deaminase -3, hIAP block 1 and mIAP inh 4.
Screening Cc1ccnc(NC(=O)CCNC(=O)c2ccccc2Cl)c1 returned ATG4B inhibitor 3, mIAP act 0.96, hIAP act 1.1, PfG6PD inh -11, A3A deaminase -2, HKDC1 inhibitor 1, hIAP block -7 and mIAP inh 4.
`O=C(N/N=C/c1ccc([N+](=O)[O-])o1)c1cn(-c2ccccc2)nc1-c1ccccc1` gave ATG4B inhibitor 5, mIAP act 0.73, hIAP act 0.98, PfG6PD inh -16, A3A deaminase -7, HKDC1 inhibitor -10, hIAP block 2 and mIAP inh 27.
For COc1cccc(NC(=O)OCCN2CCN(Cc3ccccc3)CCC2=O)c1 the results were ATG4B inhibitor -14, mIAP act 1.1, hIAP act 0.91, PfG6PD inh 4, A3A deaminase -2, HKDC1 inhibitor -4, hIAP block 9 and mIAP inh -11.

Of the compounds above, 3 have a nitro group on carbon:
O=C(NCC(c1ccco1)N1CCCC1)c1ccccc1Sc1ccc(C(F)(F)F)cc1[N+](=O)[O-] (stereo not given) was read as ATG4B inhibitor 1, mIAP act 0.93, hIAP act 0.89, PfG6PD inh 13, A3A deaminase -2, HKDC1 inhibitor 2, hIAP block 11 and mIAP inh 7.
For CC(C)(C)OC(=O)[C@H]1[C@H](c2ccc([N+](=O)[O-])cc2)C2(C(=O)c3ccccc3C2=O)C2c3ccccc3C=NN21 (stereo not given in full) the results were ATG4B inhibitor 8, mIAP act 0.88, hIAP act 0.84, PfG6PD inh 14, A3A deaminase 0, HKDC1 inhibitor 3, hIAP block 16 and mIAP inh 12.
`O=C(N/N=C/c1ccc([N+](=O)[O-])o1)c1cn(-c2ccccc2)nc1-c1ccccc1` gave ATG4B inhibitor 5, mIAP act 0.73, hIAP act 0.98, PfG6PD inh -16, A3A deaminase -7, HKDC1 inhibitor -10, hIAP block 2 and mIAP inh 27.
